NSD2 inh: inhibitors of human NSD2, primary screen, biochemical, plate reader, single point; hit rate 0.07% among 44,000; NSD2-SET H3K36me1 DELFIA fluorescence; AID 624260, 2012; Histone-lysine N-methyltransferase NSD2 (Homo sapiens), O96028; inhibition, % at 12.5 µM; in the data active = inhibition above about 54%, passing the limit was not always enough;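 also: inhibitors reduce the monomethyl H3K36 fluorescence signal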
Target sequence (O96028 whole entry, looked up): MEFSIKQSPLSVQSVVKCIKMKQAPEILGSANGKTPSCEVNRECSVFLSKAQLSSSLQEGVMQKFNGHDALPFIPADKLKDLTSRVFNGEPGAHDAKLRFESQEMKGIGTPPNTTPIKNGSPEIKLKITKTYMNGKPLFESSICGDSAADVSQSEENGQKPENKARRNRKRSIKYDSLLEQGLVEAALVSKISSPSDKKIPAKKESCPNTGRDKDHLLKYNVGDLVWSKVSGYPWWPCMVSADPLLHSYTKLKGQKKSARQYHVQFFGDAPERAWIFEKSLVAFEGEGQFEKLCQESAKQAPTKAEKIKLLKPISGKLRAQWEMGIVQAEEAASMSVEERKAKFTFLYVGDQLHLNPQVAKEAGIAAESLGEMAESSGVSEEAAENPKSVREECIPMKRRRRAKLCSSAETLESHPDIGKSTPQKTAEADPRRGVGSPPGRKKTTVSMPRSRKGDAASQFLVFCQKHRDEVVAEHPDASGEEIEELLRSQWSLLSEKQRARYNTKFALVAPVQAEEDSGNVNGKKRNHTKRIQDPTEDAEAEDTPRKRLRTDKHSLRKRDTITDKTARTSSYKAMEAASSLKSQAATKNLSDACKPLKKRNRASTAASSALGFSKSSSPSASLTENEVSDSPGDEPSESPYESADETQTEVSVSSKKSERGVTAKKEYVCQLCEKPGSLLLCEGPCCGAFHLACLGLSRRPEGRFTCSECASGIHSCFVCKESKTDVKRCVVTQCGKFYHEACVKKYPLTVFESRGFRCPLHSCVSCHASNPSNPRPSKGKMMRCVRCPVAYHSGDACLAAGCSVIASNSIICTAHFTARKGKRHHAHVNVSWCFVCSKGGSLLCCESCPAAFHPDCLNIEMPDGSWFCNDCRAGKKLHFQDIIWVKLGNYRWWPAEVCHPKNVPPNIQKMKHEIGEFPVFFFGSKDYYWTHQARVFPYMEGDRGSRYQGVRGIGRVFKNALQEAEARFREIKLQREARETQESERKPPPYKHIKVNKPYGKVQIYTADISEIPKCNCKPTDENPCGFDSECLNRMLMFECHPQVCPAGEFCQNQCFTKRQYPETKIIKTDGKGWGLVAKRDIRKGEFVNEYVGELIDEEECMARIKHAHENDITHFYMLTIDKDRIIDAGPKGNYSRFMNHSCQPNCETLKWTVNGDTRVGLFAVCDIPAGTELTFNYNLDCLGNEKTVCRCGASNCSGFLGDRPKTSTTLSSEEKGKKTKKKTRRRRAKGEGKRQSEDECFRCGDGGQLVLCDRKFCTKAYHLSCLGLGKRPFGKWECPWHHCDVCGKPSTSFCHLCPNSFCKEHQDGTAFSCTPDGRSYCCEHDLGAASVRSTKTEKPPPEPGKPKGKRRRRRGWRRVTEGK
* marks the source's active call; other numbers are inactive results. A portion of the library; rates above refer to the full screens.

For C[C@@H]1CN([C@@H](C)CO)C(=O)Cc2cc(NS(=O)(=O)c3cccs3)ccc2O[C@@H]1CN(C)CC1CC1 the results were NSD2 inh -2.5.
CC(C)NC(=O)Nc1ccc2c(c1)C(=O)N([C@H](C)CO)C[C@H](C)[C@@H](CN(C)C(=O)Cc1ccccc1)OCCCC[C@H](C)O2 was read as NSD2 inh 3.9.
CC(C)NC(=O)N(C)C[C@@H]1Oc2c(NC(=O)c3cnccn3)cccc2C(=O)N([C@H](C)CO)C[C@@H]1C was read as NSD2 inh 3.8.
`C[C@@H]1CCCCO[C@@H](CN(C)Cc2ccccc2)[C@H](C)CN([C@@H](C)CO)C(=O)c2cc(NC(=O)Nc3ccc(F)cc3)ccc2O1` gave NSD2 inh -3.1.
For C[C@@H]1CN([C@@H](C)CO)C(=O)c2cc(NC(=O)C3CCCCC3)ccc2O[C@@H](C)CCCCO[C@H]1CN(C)Cc1ccncc1 the results were NSD2 inh 26.7.
Screening C[C@@H]1CN([C@@H](C)CO)C(=O)c2cc(NC(=O)Nc3ccc(F)cc3)ccc2O[C@@H](C)CCCCO[C@@H]1CN(C)C(=O)Nc1ccc2c(c1)OCO2 returned NSD2 inh -2.9.
C[C@@H]1CN([C@@H](C)CO)C(=O)c2cccc(NS(=O)(=O)c3ccccc3)c2O[C@@H]1CN(C)Cc1ccccc1 was read as NSD2 inh -5.4.
Cc1ccc(S(=O)(=O)N(C)C[C@H]2Oc3ccc(NS(C)(=O)=O)cc3C(=O)N([C@@H](C)CO)C[C@H]2C)cc1 was read as NSD2 inh 3.6.
`COc1ccc(NC(=O)N(C)C[C@H]2Oc3ccc(NC(=O)c4ccncc4)cc3CC(=O)N([C@H](C)CO)C[C@@H]2C)cc1` gave NSD2 inh 6.6.
For C[C@@H]1CCCCO[C@@H](CN(C)C(=O)c2ccncc2)[C@H](C)CN([C@H](C)CO)C(=O)c2cc(NC(=O)c3ccccc3)ccc2O1 the results were NSD2 inh 1.5.
`C[C@@H]1CN([C@H](C)CO)C(=O)CCCn2cc(nn2)CO[C@@H]1CN(C)C(=O)c1ccc2ccn(C)c2c1` gave NSD2 inh 0.2.
C[C@H](CO)N1C[C@H](C)[C@H](CN(C)S(=O)(=O)c2ccccc2)OCCCC[C@H](C)Oc2ccc(NS(C)(=O)=O)cc2C1=O was read as NSD2 inh 4.3.
C=N[C@@H](C(=O)N[C@@H]1C(=O)N2[C@@H]1SC(C)(C)[C@@H]2C(=O)O)c1ccccc1 was read as NSD2 inh 1.7.
`C[C@H](O)C#Cc1cnc2c(c1)C(=O)N([C@@H](C)CO)C[C@@H](C)[C@H](CN(C)Cc1cccc(C(=O)O)c1)O2` gave NSD2 inh -6.7.
Screening Cc1ccc(S(=O)(=O)N(C)C[C@H]2Oc3c(NC(=O)Nc4cccc5ccccc45)cccc3C(=O)N([C@H](C)CO)C[C@H]2C)cc1 returned NSD2 inh -2.0.
Screening C[C@@H]1CN([C@H](C)CO)C(=O)c2cc(C#Cc3ccccc3F)cnc2O[C@@H]1CN(C)C returned NSD2 inh 0.1.
`Cc1ccc(S(=O)(=O)Nc2ccc3c(c2)CC(=O)N([C@H](C)CO)C[C@@H](C)[C@@H](CN(C)S(=O)(=O)c2ccc(Cl)cc2)O3)cc1` gave NSD2 inh -5.1.
COc1ccc(S(=O)(=O)N(C)C[C@@H]2OCCCC[C@H](C)Oc3ccc(NS(=O)(=O)c4cccs4)cc3C(=O)N([C@H](C)CO)C[C@@H]2C)cc1 was read as NSD2 inh 3.7.
`C=CC1C(=C)CCC2C1CCC1C(C)(C(=O)O)CCCC21C` (stereo not drawn) gave NSD2 inh -11.6.
`C[C@H]1CCCCO[C@@H](CN(C)CC2CCCCC2)[C@@H](C)CN([C@@H](C)CO)C(=O)c2cc(NC(=O)Nc3ccc(C(F)(F)F)cc3)ccc2O1` gave NSD2 inh -1.5.

For reference, part of the list above.
For C[C@@H]1CN([C@@H](C)CO)C(=O)Cc2cc(NS(=O)(=O)c3cccs3)ccc2O[C@@H]1CN(C)CC1CC1 the results were NSD2 inh -2.5.
CC(C)NC(=O)Nc1ccc2c(c1)C(=O)N([C@H](C)CO)C[C@H](C)[C@@H](CN(C)C(=O)Cc1ccccc1)OCCCC[C@H](C)O2 was read as NSD2 inh 3.9.
CC(C)NC(=O)N(C)C[C@@H]1Oc2c(NC(=O)c3cnccn3)cccc2C(=O)N([C@H](C)CO)C[C@@H]1C was read as NSD2 inh 3.8.
`C[C@@H]1CCCCO[C@@H](CN(C)Cc2ccccc2)[C@H](C)CN([C@@H](C)CO)C(=O)c2cc(NC(=O)Nc3ccc(F)cc3)ccc2O1` gave NSD2 inh -3.1.
For C[C@@H]1CN([C@@H](C)CO)C(=O)c2cc(NC(=O)C3CCCCC3)ccc2O[C@@H](C)CCCCO[C@H]1CN(C)Cc1ccncc1 the results were NSD2 inh 26.7.
Screening C[C@@H]1CN([C@@H](C)CO)C(=O)c2cc(NC(=O)Nc3ccc(F)cc3)ccc2O[C@@H](C)CCCCO[C@@H]1CN(C)C(=O)Nc1ccc2c(c1)OCO2 returned NSD2 inh -2.9.
C[C@@H]1CN([C@@H](C)CO)C(=O)c2cccc(NS(=O)(=O)c3ccccc3)c2O[C@@H]1CN(C)Cc1ccccc1 was read as NSD2 inh -5.4.
Cc1ccc(S(=O)(=O)N(C)C[C@H]2Oc3ccc(NS(C)(=O)=O)cc3C(=O)N([C@@H](C)CO)C[C@H]2C)cc1 was read as NSD2 inh 3.6.
`COc1ccc(NC(=O)N(C)C[C@H]2Oc3ccc(NC(=O)c4ccncc4)cc3CC(=O)N([C@H](C)CO)C[C@@H]2C)cc1` gave NSD2 inh 6.6.

Further entries follow.
Screening C[C@@H](C1=C(CCN(C)C)Cc2ccccc21)c1ccccn1 returned NSD2 inh -4.4.
For C[C@@H]1CN([C@@H](C)CO)C(=O)c2cccc(NC(=O)Nc3ccc4c(c3)OCO4)c2O[C@@H]1CN(C)CC1CC1 the results were NSD2 inh -9.8.
COc1ccc(S(=O)(=O)Nc2ccc3c(c2)C(=O)N([C@@H](C)CO)C[C@@H](C)[C@@H](CN(C)C(=O)c2ccncc2)OCCCC[C@@H](C)O3)cc1 was read as NSD2 inh 6.3.
C/C=C/c1ccc2c(c1)O[C@H](CN(C)Cc1ccccn1)[C@H](C)CN([C@@H](C)CO)S2(=O)=O was read as NSD2 inh 4.5.
`COc1ccc(NC(=O)Nc2cccc3c2O[C@H](CN(C)Cc2ccc4c(c2)OCO4)[C@@H](C)CN([C@@H](C)CO)C3=O)cc1` gave NSD2 inh -2.6.
Screening CCOC(=O)C1=C(C)N(c2nonc2NC(C)=O)C(N)=C(C#N)C1c1ccc(Br)cc1 (stereo not drawn) returned NSD2 inh -9.1.
For C[C@@H]1CCCCO[C@@H](CN(C)C)[C@@H](C)CN([C@@H](C)CO)C(=O)c2cc(N(C)C)ccc2O1 the results were NSD2 inh 0.1.
`COC(=O)C[C@H]1C[C@H]2c3cc(NS(=O)(=O)c4ccc(F)cc4)ccc3O[C@H]2[C@H](CO)O1` gave NSD2 inh 4.9.
Screening C[C@@H]1CCCCO[C@@H](CN(C)S(=O)(=O)c2cn(C)cn2)[C@@H](C)CN([C@@H](C)CO)C(=O)c2cc(N(C)C)ccc2O1 returned NSD2 inh -1.4.
C[C@H](CO)N1C[C@H](C)[C@H](CN(C)S(=O)(=O)c2cccs2)Oc2ncc(-c3cccc(F)c3)cc2C1=O was read as NSD2 inh -2.0.
C[C@@H]1CN([C@@H](C)CO)C(=O)c2cc(NC(=O)Cc3ccccc3)ccc2O[C@@H]1CN(C)Cc1ccncc1 was read as NSD2 inh 23.0.
For CCC(C)C(OC1OC(C)C(O)C(O)C1O)C(C)C(=O)C(C)/C=C(\C)CC(C)C(O)C(C)C(=O)O (stereo not drawn) the results were NSD2 inh 3.4.
Screening C[C@H](CO)N1C[C@H](C)[C@H](CN(C)S(=O)(=O)c2ccccc2F)Oc2ncc(/C=C/c3ccccc3)cc2C1=O returned NSD2 inh -13.1.
Screening CCO[C@H]1OC(C(=O)NC2CC2)=C[C@@H](C(C)(C)C)[C@@H]1CCCO returned NSD2 inh -2.7.
`C[C@H]1CN([C@@H](C)CO)C(=O)c2cc(NS(=O)(=O)c3cn(C)cn3)ccc2O[C@H]1CN(C)Cc1ccncc1` gave NSD2 inh -2.1.
`CC(C)CC#Cc1ccc2c(c1)O[C@@H](CN(C)C(=O)C1CCOCC1)[C@@H](C)CN([C@@H](C)CO)S2(=O)=O` gave NSD2 inh -7.9.
C[C@@H]1CN([C@H](C)CO)S(=O)(=O)c2ccc(C#CC3CC3)cc2O[C@H]1CN(C)Cc1cccnc1 was read as NSD2 inh 3.5.
`C[C@H]1CN([C@@H](C)CO)C(=O)c2cc(NS(=O)(=O)c3ccccc3)ccc2O[C@@H]1CN(C)Cc1ccc(-c2ccccc2)cc1` gave NSD2 inh -5.2.
For C[C@H]1CN([C@@H](C)CO)C(=O)Cc2cc(NS(=O)(=O)c3ccc(Cl)cc3)ccc2O[C@H]1CN(C)Cc1ccc2c(c1)OCO2 the results were NSD2 inh -9.0.
C[C@@H]1CN([C@H](C)CO)S(=O)(=O)c2ccc(C#Cc3cccnc3)cc2O[C@H]1CN(C)CC1CCCC1 was read as NSD2 inh 11.1.
`COc1ccc(NC(=O)Nc2cccc3c2O[C@@H](CN(C)S(=O)(=O)c2cccs2)[C@@H](C)CN([C@@H](C)CO)C3=O)cc1` gave NSD2 inh -11.0.
`CC(C)NC(=O)N(C)C[C@@H]1Oc2ccc(NC(=O)Nc3cccc4ccccc34)cc2CC(=O)N([C@@H](C)CO)C[C@H]1C` gave NSD2 inh 2.5.
For COc1ccc(S(=O)(=O)N(C)C[C@H]2OCCCC[C@H](C)Oc3ccc(NC(=O)c4ccncc4)cc3C(=O)N([C@@H](C)CO)C[C@@H]2C)cc1 the results were NSD2 inh 4.6.
For C[C@H](CO)N1C[C@H](C)[C@H](CN(C)C(=O)NC2CCCCC2)Oc2c(NC(=O)Nc3ccc4c(c3)OCO4)cccc2C1=O the results were NSD2 inh -2.4.
For Cc1ccc(S(=O)(=O)N(C)C[C@@H]2Oc3ccc(NC(=O)CCN4CCOCC4)cc3CC(=O)N([C@H](C)CO)C[C@H]2C)cc1 the results were NSD2 inh 4.3.
For C[C@H]1CN([C@@H](C)CO)C(=O)c2cccc(N(C)C)c2O[C@@H]1CN(C)C(=O)Nc1cccc2ccccc12 the results were NSD2 inh -5.9.
C[C@H]1CCCCO[C@@H](CN(C)S(=O)(=O)c2ccccc2)[C@@H](C)CN([C@@H](C)CO)C(=O)c2cc(NC(=O)NC3CCCCC3)ccc2O1 was read as NSD2 inh 0.4.
COc1ccc(NC(=O)CN(c2cccc3ccccc23)S(C)(=O)=O)cc1OC was read as NSD2 inh 6.4.
O=C(CC1CC1)Nc1ccc2c(c1)[C@H]1C[C@@H](CC(=O)N3CCOCC3)O[C@H](CO)[C@H]1O2 was read as NSD2 inh -2.2.
`C[C@@H]1CN([C@H](C)CO)C(=O)Cc2cc(NC(=O)Cn3cnnn3)ccc2O[C@H]1CN(C)S(=O)(=O)c1ccc(Cl)cc1` gave NSD2 inh 0.4.
C[C@H]1CN([C@@H](C)CO)C(=O)Cc2cc(NC(=O)NC3CCCCC3)ccc2O[C@@H]1CN(C)C(=O)NC1CCCCC1 was read as NSD2 inh -13.2.
For O=C(NCc1nc2ccccc2[nH]1)C1=C[C@H](c2coc3ccccc3c2=O)C[C@H](OCc2ccc(CO)cc2)O1 the results were NSD2 inh 2.3.
CC(C)NC(=O)Nc1ccc2c(c1)C(=O)N([C@H](C)CO)C[C@H](C)[C@H](CN(C)C(=O)CCCN(C)C)OCCCC[C@H](C)O2 was read as NSD2 inh 2.2.
Screening COc1ccc(-c2cnc3c(c2)C(=O)N([C@@H](C)CO)C[C@@H](C)[C@@H](CN(C)C(=O)C2CCCCC2)O3)cc1 returned NSD2 inh -3.0.
Screening Cc1noc(C)c1NC(=O)Nc1ccc2c(c1)CC(=O)N([C@@H](C)CO)C[C@@H](C)[C@H](CN(C)Cc1ccc(C(F)(F)F)cc1)O2 returned NSD2 inh 1.8.
`C[C@@H]1CN([C@@H](C)CO)C(=O)c2cc(NC(=O)c3ccncc3)ccc2O[C@@H](C)CCCCO[C@@H]1CN(C)C(=O)Cc1ccccc1` gave NSD2 inh -1.8.
Screening Cc1ccc(S(=O)(=O)Nc2ccc3c(c2)C(=O)N([C@H](C)CO)C[C@@H](C)[C@H](CN(C)Cc2ccc(Oc4ccccc4)cc2)O3)cc1 returned NSD2 inh -11.4.
Screening CCCN(C)C[C@H]1Oc2cc(-c3cccc(C#N)c3)ccc2S(=O)(=O)N([C@H](C)CO)C[C@H]1C returned NSD2 inh 1.4.
For C[C@@H]1CN([C@H](C)CO)C(=O)c2cccc(NC(=O)c3ccc(-c4nccs4)cc3)c2O[C@@H]1CN(C)S(=O)(=O)c1ccccc1 the results were NSD2 inh 4.2.
C[C@@H]1CN([C@H](C)CO)C(=O)c2cc(NS(=O)(=O)c3cn(C)cn3)ccc2O[C@@H]1CN(C)CC1CC1 was read as NSD2 inh -3.1.
Screening CC(C)CC#Cc1ccc2c(c1)O[C@@H](CN(C)C(=O)C1CCCCC1)[C@@H](C)CN([C@@H](C)CO)S2(=O)=O returned NSD2 inh -9.2.
`C[C@@H]1CN([C@@H](C)CO)S(=O)(=O)c2ccc(-c3ccc(C#N)cc3)cc2O[C@@H]1CN(C)C` gave NSD2 inh 3.4.
Cc1ccc2nc(-c3ccc(NC(=O)[C@@H]4CCCC[C@@H]4C(=O)O)cc3)sc2c1 was read as NSD2 inh -7.2.
For CCC(=O)N(C)C[C@@H]1Oc2cc(C#CCN(C)C)ccc2S(=O)(=O)N([C@H](C)CO)C[C@@H]1C the results were NSD2 inh 1.1.
Cc1ccc(S(=O)(=O)N(C)C[C@H]2Oc3ccc(NC(=O)CCCN(C)C)cc3C(=O)N([C@@H](C)CO)C[C@H]2C)cc1 was read as NSD2 inh 1.4.
Screening C[C@@H](NC(=O)C[C@H]1C=C[C@H](NC(=O)Cc2ccccn2)[C@@H](CO)O1)c1ccccc1 returned NSD2 inh 2.9.
For C[C@@H]1CCCCO[C@H](CN(C)Cc2ccc(C(=O)O)cc2)[C@H](C)CN([C@H](C)CO)C(=O)c2cc(NS(=O)(=O)c3ccc(F)cc3)ccc2O1 the results were NSD2 inh 3.1.
For C[C@H](CO)N1C[C@H](C)[C@@H](CN(C)C(=O)NC2CCCCC2)OCCCC[C@H](C)Oc2ccc(NC(=O)Nc3ccc(F)cc3)cc2C1=O the results were NSD2 inh 3.6.
